# Screening results (PubChem BioAssay)
# CRFR2-BP ag: agonists of human CRF-binding protein/CRF-R2 receptor complex | HEK293 CRF-R2/CRF-BP, calcium dye fluorescence (FLIPR); percent of saturating CRF peptide response | activation, % at 13.2 µM | 350,000 compounds, 0.46% hits;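 active = activation of at least 50%, plus an integration ratio under a set limit after plate pattern correction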;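 note: plate controls were neutral control wells without compound for no effect and CRF at EC100 for full effect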
# MEKK2wt PB1 HTS: raises or lowers MEK5 binding to wildtype human MEKK2 PB1 domain; bead flow cytometry, Alexa488-MEK5 binding to MEKK2 WT; actives lie on both sides; binding response (% of control), % at 10 µM; 290,000 compounds, 1.1% hits; AID 1531; in the data active = binding response below about 67% or above about 130%
# DNA FID counter: fluorescent intercalator displacement, NS3 helicase counter-screen; DNA fluorescent intercalator displacement, fluorescence; inhibition, % at 7.9 µM; 290,000 compounds, 0.17% hits; in the data active = inhibition above about 37%;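 note: 0% = vehicle and 100% = reference compound; higher means more ethidium bromide displaced from hairpin DNA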
# GalR3 antag: human GalR3 antagonism; HEK293 GalR3-CNG cAMP membrane potential fluorescence; galR3 body fused to GalR1 C-terminus; inhibition, % at 3 µM; 360,000 compounds, 0.44% hits;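 active = inhibition above the screen-wide average plus 3 SD, cut at about 13% in these data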;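 note: forskolin and galanin both at EC90 stimulate the cells; cAMP rise reported by CNG channel membrane potential dye signal; 0% = forskolin plus galanin with DMSO and 100% = forskolin alone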
# Target sequence (O60755 1-299 limits assumed): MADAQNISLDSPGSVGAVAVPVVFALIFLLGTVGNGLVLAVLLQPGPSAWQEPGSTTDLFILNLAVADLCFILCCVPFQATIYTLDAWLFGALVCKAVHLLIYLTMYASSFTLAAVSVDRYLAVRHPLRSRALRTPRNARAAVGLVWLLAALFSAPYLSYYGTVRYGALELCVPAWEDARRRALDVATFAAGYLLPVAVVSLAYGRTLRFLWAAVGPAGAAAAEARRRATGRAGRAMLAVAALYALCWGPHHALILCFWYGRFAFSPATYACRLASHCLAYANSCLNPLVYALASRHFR
# MEKK2 mut-MEK5: signal of MEK5 binding to mutant human MEKK2 PB1 domain; bead flow cytometry, Alexa488-MEK5 binding to MEKK2 mutant; percent response, % at 10 µM; 290,000 compounds, 0.35% hits; AID 1530; in the data active = percent response above about 24%, passing the limit was not always enough; note: inactives centre near 1; some results filed as inactive read as strong as hits
# SUMO HTRF inh: blocks human SUMOylation mediated by UBC9; inhibition, % at 35 µM; 290,000 compounds, 0.36% hits; P63279; HTRF SUMOylation assay, SAE1/SAE2 + UBC9, in vitro; in the data active = inhibition above about 50%, passing the limit was not always enough; note: strong numbers were not always called active
# Target sequence (P63279 whole entry, looked up): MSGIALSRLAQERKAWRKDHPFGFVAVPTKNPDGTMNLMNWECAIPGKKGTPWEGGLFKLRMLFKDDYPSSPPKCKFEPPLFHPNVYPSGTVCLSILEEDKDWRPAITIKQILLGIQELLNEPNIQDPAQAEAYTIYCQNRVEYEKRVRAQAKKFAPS
# CRFR2-BP antag: antagonists of CRF-binding protein/CRF-R2 receptor complex. HEK293 CRF-R2/CRF-BP, CRF-induced calcium fluorescence. inhibition, % at 11.8 µM. 350,000 compounds, 0.59% hits;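 active = inhibition of the ligand-induced calcium signal above about 50% at the single tested concentration, limit read from the data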
# NS3 helicase inh: HCV NS3 helicase inhibition; inhibition, % at 10.9 µM; 290,000 compounds, 0.56% hits; NS3 helicase DNA unwinding, Cy5 molecular beacon fluorescence;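 active = inhibition above the mean of all tested compounds plus 3 SD, set per campaign, cut at about 35% in these data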;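 note: 0% = DMSO wells and 100% = thioflavine S control wells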
#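 Compound dosing – single dose, 10.9 µM nominal final, DMSO 0.8% final · System – NS3 helicase fragment of HCV · Buffer or medium – MOPS pH 6.5, MgCl2, DTT, Tween20, BSA · Signal – Cy5 beacon fluorescence read at start and 1 h · Also added – annealed dual-labelled DNA beacon duplex, ATP-started · Schedule – 1 h at 25 °C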
# MEKK3 PB1 HTS: MEKK3-MEK5 PB1 interaction, increase or decrease. bead-based flow cytometry, Alexa488-MEK5 binding to MEKK3; actives lie on both sides; 0 = blocked by unlabeled MEK5, 100 = vehicle. Q99759. 290,000 compounds, 1.4% hits. AID 1529. binding response (% of control), % at 10 µM;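 active = binding response more than 3 SD above or below the average of its plate-row segment, actives on both sides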;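 note: Alexa488 bead fluorescence after subtracting the streptavidin-only scavenger bead signal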
# Target sequence (Q99759 whole entry, looked up): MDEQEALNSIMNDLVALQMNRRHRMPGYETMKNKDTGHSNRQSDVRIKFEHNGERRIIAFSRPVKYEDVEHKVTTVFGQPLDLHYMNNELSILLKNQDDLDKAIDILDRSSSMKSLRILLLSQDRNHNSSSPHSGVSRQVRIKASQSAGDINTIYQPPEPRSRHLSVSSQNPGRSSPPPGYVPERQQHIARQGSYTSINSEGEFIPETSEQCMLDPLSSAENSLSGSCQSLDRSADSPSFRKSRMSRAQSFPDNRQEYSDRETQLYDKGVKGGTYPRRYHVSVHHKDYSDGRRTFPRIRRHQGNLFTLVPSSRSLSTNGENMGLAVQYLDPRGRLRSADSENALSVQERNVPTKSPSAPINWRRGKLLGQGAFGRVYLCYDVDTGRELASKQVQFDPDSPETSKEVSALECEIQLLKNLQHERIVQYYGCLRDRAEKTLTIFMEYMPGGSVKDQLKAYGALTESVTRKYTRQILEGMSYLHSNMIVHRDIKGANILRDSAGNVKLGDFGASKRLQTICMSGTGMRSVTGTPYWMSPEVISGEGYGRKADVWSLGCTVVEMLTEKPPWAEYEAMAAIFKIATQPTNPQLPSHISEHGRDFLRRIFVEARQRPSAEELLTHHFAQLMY
# An asterisk follows results filed as active; nt = no result given. This is a subset (hit frequency here may not be typical).
SMILES,CRFR2-BP ag,MEKK2wt PB1 HTS,DNA FID counter,GalR3 antag,MEKK2 mut-MEK5,SUMO HTRF inh,CRFR2-BP antag,NS3 helicase inh,MEKK3 PB1 HTS
Cc1cc(C)c(NC(=S)NCCO)c(C)c1,0.1,106,0,-1,5,6,-6,7,103
CN(C)N1C(N)=C(C#N)C(c2cccs2)C2=C1CC(C)(C)CC2=O (stereo unspecified),1.3,nt,-1,1,nt,-11,6,-4,nt
Cc1cc(-c2ccccc2)c2c(=O)[nH][nH]c2n1,-1.1,101,2,1,-2,25,7,22,100
Nc1n[nH]c(C(F)(F)F)c1-c1ccccc1,0.7,91,-2,-2,-14,-3,2,3,87
COC(=O)c1ccc2nc(NC(=O)C3CC3)sc2c1,0.6,105,-12,-11,0,13,0,-3,99
N#Cc1c(Cl)nc(-c2ccncc2)nc1-c1ccccc1,-0.7,95,12,-7,-2,2,33,4,99
CCCSc1nnc(-c2c[nH]c3ccccc23)n1CC,-2.4,114,-21,nt,10,11,-14,-4,109
Cc1ccc(S(=O)(=O)N2CCN(C(=O)CSc3cc(C)ccc3C)CC2)c(C)c1,2.9,104,-47,-1,0,-32,-5,-15,104
COc1ccc(CCc2nnc(CCC(=O)NCc3cnc4ccccn34)o2)cc1,-1.5,87,1,-5,-11,8,10,2,91
CC(C)C(=O)Nc1nnc(S(=O)(=O)N2c3ccccc3CC2C)s1 (stereo unspecified),-0.2,96,-14,2,-1,4,-1,2,97
Cc1ccc(N(C(=O)Cc2cccs2)C(C(=O)NC2CCCC2)c2ccncc2)cc1 (stereo unspecified),-0.1,90,-17,-3,-30,1,-1,-1,97
Cc1c(NS(=O)(=O)c2ccc(N(C)C3CCCCC3)c([N+](=O)[O-])c2)c(=O)n(-c2ccccc2)n1C,0.1,103,0,-6,2,-5,17,4,103
Cc1ccc(-n2nc3c(=O)n(CC(=O)NCc4ccc(C)o4)nc(C)c3c2C)cc1,0.3,98,-36,-6,1,-1,24,-4,102
N#CC(C#N)=Cc1cccn1-c1ccc(S(N)(=O)=O)cc1,2.7,99,-6,-5,0,-3,-19,3,103
COc1ccccc1C(=O)Nc1ccccc1C(=O)NC1CCCCC1,0.4,108,-31,-2,7,3,-4,2,101
COC(=O)c1ccc(NC(=O)C2CC(=O)N(c3cc(C)ccc3C)C2)cc1 (stereo unspecified),4.0,96,-31,-1,0,-6,4,0,94
O=C(O)/C=C\C(=O)Nc1ccc(N2CCN(c3cccc(Cl)c3)CC2)cc1,0.2,99,9,-4,2,9,8,-2,101
CCCCN1C(=O)C(=O)N(CC(=O)N2N=C3/C(=C/c4ccco4)CCCC3C2c2ccco2)C1=O (stereo unspecified),1.3,99,-3,0,3,4,8,9,104
CCCN(CCC)Cc1c(C(=O)N/N=C/c2c[nH]c3ccccc23)nnn1-c1nonc1N,0.2,95,-7,-6,-6,-19,-9,-23,94
COc1ccccc1Nc1nc(N)nc(CN2CCN(Cc3ccccc3)CC2)n1,0.1,104,5,-6,8,7,-8,-16,100
COc1ccc2[nH]c(=O)c(CN(CC3CCCO3)C(=O)Nc3ccccc3OC)cc2c1 (stereo unspecified),-0.1,100,-27,-5,-3,22,-8,2,100
NC(=O)CSc1nnc(-c2ccccn2)n1Cc1ccco1,0.1,98,-3,-6,-8,17,-8,6,94
O=C(O)c1cnc(N2CCOCC2)nc1,4.4,99,5,-3,-1,14,1,2,104
Cc1ccc(-c2cc(C(=O)Nc3cc(C)ccc3O)no2)cc1,1.8,107,-3,-9,3,17,10,6,108
COc1ccc(CCn2c(=N)c(C(=O)NCc3ccco3)cc3c(=O)n4cccc(C)c4nc32)cc1,4.0,108,-6,-2,-1,6,4,-8,97
c1ccc(-c2ccc(C3=Nn4c(Cn5nnc6ccccc65)nnc4SC3)cc2)cc1,2.3,98,-17,-6,7,-15,15,-17,100
C=CCn1c(CSCc2ccccc2)nnc1SCC(=O)NCc1ccccc1,-1.3,nt,-32,-7,nt,18,-32,1,nt
CC(C)(C)c1ccc(OCC(=O)NNC(=S)NC(=O)c2ccco2)c(Br)c1,39,94,-25,0,-4,-33,-42,7,97
CC(C)c1ccc(NC(=O)C2CCN(C(=O)[C@@H]3Cc4ccccc4CN3)CC2)cc1,-0.7,104,28,-8,1,13,-6,-55,98
CCCCN(CC)CCNC(=O)c1cc2c(=O)n(C)c3ccccc3c2n1C,-1.5,107,18,-4,1,6,-9,8,97
CCc1nnc(NC(=O)[C@@H](NC(=O)c2cccc(S(=O)(=O)N(CC)CC)c2)C(C)C)s1,-7.0,93,-32,1,-6,21,-7,-8,91
CCOC(=O)[C@@H]1[C@H]2COc3cc(OC)ccc3[C@@H]2N2C(=O)N(c3ccc(C)cc3)C(=O)[C@@]12C,1.1,106,-40,-4,1,12,1,-23,107
CCc1ccc(Cn2nnc(C(=O)Nc3ccc(OC)cc3OC)c2N)cc1,16,103,-5,-1,-3,12,-62,-9,98
O=C(Nc1ccccc1)c1c2c(nc3ccccc13)CCCC2,4.5,95,-7,-5,-7,15,-6,13,92
Cc1ccccc1CNCc1ccc2c(c1)OCO2,-4.7,92,4,-7,-1,4,-13,2,93
CN(C)CCNC(=S)NC1CCCCC1,-1.4,105,0,1,0,15,5,-13,103
CC1CCCN(C(=O)COc2ccc3c(c2)OCO3)C1 (stereo unspecified),-0.5,101,-5,0,-2,8,-6,9,100
Cc1cc2c3c(c1)C1(C(=O)N3C(C)(C)CC2C)C(C#N)=C(N)Oc2n[nH]c(C)c21 (stereo unspecified),0.5,100,-39,-8,-1,1,-30,0,95
C=CCS/C(=N\n1cnc2ccccc2c1=O)N1CCCCC1,0.1,98,-14,1,-1,4,0,1,101
COCCNC(=O)CN1C(=O)NC2(CCOc3ccccc32)C1=O (stereo unspecified),0.8,101,-8,-6,6,15,-9,7,97

# An excerpt from above in order of the MEKK3 PB1 HTS value, highest first.
mol	CRFR2-BP ag	MEKK2wt PB1 HTS	GalR3 antag	MEKK2 mut-MEK5	SUMO HTRF inh	CRFR2-BP antag	NS3 helicase inh	MEKK3 PB1 HTS
CC1CCCN(C(=O)COc2ccc3c(c2)OCO3)C1 (stereo unspecified)	-0.5	101	0	-2	8	-6	9	100
Cc1cc2c3c(c1)C1(C(=O)N3C(C)(C)CC2C)C(C#N)=C(N)Oc2n[nH]c(C)c21 (stereo unspecified)	0.5	100	-8	-1	1	-30	0	95
NC(=O)CSc1nnc(-c2ccccn2)n1Cc1ccco1	0.1	98	-6	-8	17	-8	6	94
O=C(Nc1ccccc1)c1c2c(nc3ccccc13)CCCC2	4.5	95	-5	-7	15	-6	13	92

# More results
SMILES,CRFR2-BP ag,MEKK2wt PB1 HTS,DNA FID counter,GalR3 antag,MEKK2 mut-MEK5,SUMO HTRF inh,CRFR2-BP antag,NS3 helicase inh,MEKK3 PB1 HTS
CCSc1nnc2nc3[nH]c4c(C)cccc4c3nn12,1.9,94,0,-3,-7,2,10,-2,91
C/C(=N/N=C(/N)SCc1ccccc1)C(C)(C)C,3.1,89,-5,2,-10,3,-11,-2,91
Cc1ccc(S(=O)(=O)NCC(=O)N(CC(=O)NCc2ccco2)Cc2ccco2)cc1,-1.2,86,-7,-3,-10,-5,8,4,95
Cc1cc(C)cc(NC(=O)CN2CCN(c3ccccc3)CC2)c1,-0.8,100,-20,-12,-1,18,12,-6,100
O=C(N/C(=C\c1cccnc1)c1nc2ccccc2[nH]1)c1cccc(Br)c1,-2.0,112,-4,-3,8,-6,-9,-6,112
CCN(CC)C(=O)CSc1nnc(CNc2ccc(F)cc2)o1,-1.3,95,-7,-3,-2,0,-3,-1,95
O=C1N(c2ccc(Cl)c(Cl)c2)CN(Cc2ccccc2)CN1n1cnnc1,0.9,96,3,-7,-2,61*,-6,3,101
C=CCSc1nnc(NC(=O)Cn2cnc3c2c(=O)n(C)c(=O)n3C)s1,1.0,103,-6,1,4,20,-11,-1,103
CCc1ccc(NC(=O)C(C)Sc2nc(-c3ccco3)c(C#N)c(=O)[nH]2)cc1 (stereo unspecified),2.6,99,-3,-7,2,16,5,-25,101
Cc1ccc(C2C(=O)N(C3CCC(C)CC3)CC(=O)N2C2CCCC2)cc1 (stereo unspecified),-1.9,102,-6,-3,3,21,-99,9,103
CCC(=O)Nc1ccc(OCc2nnc3c4ccccc4c(C)nn23)cc1,1.5,91,-24,10,-10,-2,5,-1,96
CC(C)N(Cc1cc2ccccc2[nH]c1=O)C(=O)c1cccnc1,0.6,99,-4,0,-7,13,0,10,90
CN(Cc1ccncn1)C(=O)CC1C(=O)NCCN1Cc1cccc(Oc2ccccc2)c1 (stereo unspecified),0.4,101,-17,-4,-12,9,-5,2,99
CCCCN(CC)CCNC(=O)C1CCN(S(=O)(=O)c2cccc3nsnc23)CC1,-0.3,101,9,1,3,0,-7,22,99
O=C(Oc1oc(-c2ccco2)nc1C=Nc1ccc(Cl)cc1)c1ccco1,-1.4,nt,1,0,nt,3,-2,2,nt
Cc1cc2c(cc1S(=O)(=O)CCC(=O)NCCc1ccccc1)OCC(=O)N2,0.4,101,-5,nt,7,1,-27,3,100
CC(=O)N1CC(C)Sc2ccc(S(=O)(=O)NC3CCCCC3)cc21 (stereo unspecified),-0.1,97,-31,-4,-4,17,-5,0,101
COc1ccc(C(=O)NC(C)CCc2ccccc2)c(O)c1 (stereo unspecified),-1.7,101,-18,-8,-29,-6,29,7,96
O=C(Nc1ccc(-c2cn3ccsc3n2)cc1)C1CCCC1,-2.6,110,-8,-3,13,-2,12,-8,109
COc1ccc(C(C)=O)cc1COC(=O)Cn1cnc2ccccc2c1=O,0.0,101,-17,-3,0,14,3,-1,103
CCc1cc2cc(C)c(C)cc2nc1SCC(=O)Nc1cc(C)on1,9.1,100,2,-4,-4,-3,-33,6,99
FC(F)(F)COc1cc(-c2nnc(SCc3ccccc3)n2Cc2ccco2)cc(OCC(F)(F)F)n1,7.8,103,-14,-10,1,-8,-4,-5,106
O=S(=O)(CCn1cccc1)CCn1cccc1,-0.8,111,-4,-2,7,7,1,-4,108
CCN(Cc1ccccc1)C(=O)CCS(=O)(=O)c1ccc2c(c1)oc(=O)n2C,-1.2,104,-19,1,5,16,11,-7,100
O=S(=O)(NCC1CCCO1)c1ccccc1 (stereo unspecified),1.3,104,-1,1,1,14,-2,20,101
COC(=O)/C=C1\S/C(=N/N=C/c2ccco2)NC1=O,0.2,100,-7,-5,2,26,8,23,101
O=C(Nc1ccc(S(=O)(=O)NCCc2ccccc2)cc1)c1ccc(Br)o1,2.1,97,-5,-3,-1,-4,-17,-2,104
COc1cccc(OC)c1C(=O)Nc1ccccc1N1CCCCC1,0.3,102,-45,-3,2,9,6,-9,104
CCc1ccc(Nc2c([N+](=O)[O-])c(=O)oc3ccccc23)cc1,0.5,100,-1,-4,-7,14,2,-21,94
Cc1oc2ccc(O)cc2c1C(=O)c1ccc([N+](=O)[O-])cc1,-1.4,96,5,-2,-1,9,16,-4,98
O=C1CC(C(=O)Nc2ccccc2)S/C(=N\N=C\c2ccco2)N1 (stereo unspecified),-0.9,104,-7,-10,0,-7,-1,3,122
O=C(O)CCCN1C(=O)C2C3CC(C2C1=O)C1C(c2ccccc2)c2sc(=O)n(-c4ccccc4)c2SC31 (stereo unspecified),-1.7,100,-42,-4,1,5,5,12,100
